USP1 inh: Inhibitors of USP1/UAF1: Primary Screen. recombinant USP1/UAF1, Ub-Rhodamine cleavage fluorescence. 390,000 compounds, 0.23% hits. Potency, µM (series often up to 57.1 µM), inactives show top-dose activity change, negative = inhibition, hits mostly inhibitors. Ubiquitin carboxyl-terminal hydrolase 1 (Homo sapiens), O94782; note: potency is the fitted concentration of half-maximal effect; % is set by controls: 0 for no effect and ±100 for the full control effect; nearly all actives have a fitted effect of over 60% in size; inactives centre near -12
Target sequence (O94782 whole entry, looked up): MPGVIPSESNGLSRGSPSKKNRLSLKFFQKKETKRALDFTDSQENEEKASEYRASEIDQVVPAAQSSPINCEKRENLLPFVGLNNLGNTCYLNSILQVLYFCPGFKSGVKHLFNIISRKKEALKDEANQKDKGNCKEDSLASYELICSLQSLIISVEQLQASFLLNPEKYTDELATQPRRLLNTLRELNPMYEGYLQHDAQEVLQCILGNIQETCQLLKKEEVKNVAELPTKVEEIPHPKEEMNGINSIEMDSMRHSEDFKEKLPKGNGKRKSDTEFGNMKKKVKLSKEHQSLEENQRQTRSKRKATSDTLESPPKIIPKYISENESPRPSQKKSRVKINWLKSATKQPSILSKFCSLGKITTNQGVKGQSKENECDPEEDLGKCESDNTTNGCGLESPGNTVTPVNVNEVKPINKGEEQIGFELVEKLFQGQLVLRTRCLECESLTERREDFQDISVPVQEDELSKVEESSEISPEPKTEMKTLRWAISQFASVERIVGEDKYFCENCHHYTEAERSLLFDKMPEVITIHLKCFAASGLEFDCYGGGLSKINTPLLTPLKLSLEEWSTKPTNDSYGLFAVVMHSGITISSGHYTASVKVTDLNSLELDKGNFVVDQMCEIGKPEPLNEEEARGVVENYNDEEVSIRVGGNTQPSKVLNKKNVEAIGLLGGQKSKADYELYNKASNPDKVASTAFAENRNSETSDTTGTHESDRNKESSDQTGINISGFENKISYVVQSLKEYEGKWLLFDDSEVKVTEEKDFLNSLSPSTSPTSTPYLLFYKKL
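Step one: compound is pinned into 1nM USP1/UAF1 in HEPES pH 7.8 buffer with TCEP. Step two: 15 min room-temperature incubation. Step three: Ub-Rho (150nM final) starts cleavage, tracked by fluorescence over six one-minute reads.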
mIDH1 inhibitor: qHTS for Inhibitors of mutant isocitrate dehydrogenase 1 (IDH1): qHTS; Isocitrate dehydrogenase [NADP] cytoplasmic (Homo sapiens), O75874; IDH1-R132H enzyme, NADPH consumption, diaphorase/resazurin fluorescence; Potency, µM (top dose mostly 76.6 µM), for inactives: at the top dose activity change, negative = inhibition, most hits filed as inhibitors; 390,000 compounds, 0.093% hits; AID 602179, 2012; note: potency is the fitted concentration of half-maximal effect; % is set by controls: 0 for no effect and ±100 for the full control effect; nearly all actives have a fitted effect of over 65% in size
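IDH1-R132H (0.5 ug/mL dispensed) in pH 7.5 Tris buffer was preincubated 30 min with compound, then given a substrate mix of 0.016 mM NADPH and 2 mM alpha-KG for 80 min at room temperature; remaining NADPH was read by diaphorase/resazurin fluorescence.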
LDHA block: qHTS assay for inhibitors of human lactate dehydrogenase. purified LDHA, NADH/diaphorase-resazurin fluorescence; active compounds read low. activity change, % (values are at about 110 or 230 µM). 480,000 compounds, 0.15% hits. AID 1347041, 2019; in the data active = activity change below about -30%; inconclusive = mostly about -25% to -30%;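 note: plate controls were DMSO wells for no effect and wells without enzyme for full effect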
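LDH5 2 nM; NADH 0.06 mM, pyruvate 0.2 mM; 200 mM Tris pH 7.4, EDTA, Tween-20; 5 min RT. Detection: diaphorase 0.133 mg/mL + resazurin 37 µM, fluorescence ex540/em590 at 0 and 20 min; normalized to enzyme-free and DMSO wells.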
Vif-APOBEC3G blk: qHTS for Inhibitors of Vif-A3G Interactions: qHTS | Potency, µM (highest dose often 46.1 µM), without a hit: at the highest dose activity, negative = active, hits mostly inhibitors | DNA dC->dU-editing enzyme APOBEC-3G (Homo sapiens), Q9HC16 | 410,000 compounds, 0.076% hits | HeLa A3G-eYFP + Vif (tagged APOBEC3G with the HIV-1 protein that degrades it), YFP fluorescence, overnight;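 note: potency is the fitted concentration of half-maximal effect; % is set by controls: 0 for no effect and ±100 for the full control effect; nearly all actives have a fitted effect of over 60% in size; hits raise eYFP signal because A3G escapes Vif-driven loss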
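HeLa cells stably expressing Vif and C-terminally eYFP-tagged A3G, seeded overnight at 37 deg C, then exposed to compound by pintool overnight at 37 deg C. Rise in yellow fluorescence (Ex 488/Em 500-530, Acumen) marks blocked Vif-driven A3G degradation.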
GRP78 ERSR act: qHTS for Inducers of the Endoplasmic Reticulum Stress Response (ERSR) in Human Glioma: qHTS; U87-MG GRP78 promoter luciferase reporter, 16 h; Potency, µM, for inactives: top-dose activation, usual class: activators; 420,000 compounds, 0.02% hits; note: potency is the fitted concentration of half-maximal effect; series mostly up to about 76 µM; % of control where 0% means no effect; nearly all actives have a fitted effect of over 35% in size
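Stably transfected U87-MG glioma cells carrying a GRP78-based luciferase sensor; 16 h compound incubation. Luminescence end-point read 10 min after Bright-Glo addition at room temperature.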
Vif-APOBEC3F blk: qHTS for Inhibitors of Vif-A3F Interactions: qHTS; Potency, µM (titrated, usually from 46.1 µM), for the others: at the top dose activity, negative = active; AID 602313, 2012; 390,000 compounds, 0.2% hits; HeLa A3F-eYFP + Vif (tagged APOBEC3F with the HIV-1 protein that degrades it), YFP fluorescence increase; note: potency is the fitted concentration of half-maximal effect; % of control where 0% means no effect; nearly all actives have a fitted effect of over 65% in size
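HeLa cells stably expressing Vif plus C-terminally eYFP-tagged A3F were seeded, incubated overnight at 37 deg C, dosed with compound, incubated overnight again at 37 deg C. Yellow fluorescence (Ex 488/Em 500-530) reported blocked Vif-mediated A3F-eYFP degradation.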
TrxR1 substrate: qHTS Assay for Substrates of Mammalian Selenoprotein Thioredoxin Reductase 1 (TrxR1): qHTS. Potency, µM (top dose mostly 114 µM), for inactives: at the top dose activity change, negative = substrate turnover. 390,000 compounds, 0.01% hits. purified TrxR1 substrate turnover, NADPH consumption readout. AID 588456, 2011; note: potency is the fitted concentration of half-maximal effect; % is set by controls: 0 for no effect and ±100 for the full control effect; nearly all actives have a fitted effect of over 50% in size
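Rat TrxR1, dispensed at 90 nM, was prereduced with 400 uM NADPH (final) for 5 min at ~22 deg C, then incubated with compound 15 min before 400 uM selenite. A first-read NADPH fluorescence drop versus no-compound background flagged substrates.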
rTrxR1 inhibitor: qHTS Assay for Inhibitors of Mammalian Selenoprotein Thioredoxin Reductase 1 (TrxR1): qHTS; AID 588453, 2011; Potency, µM (series often up to 114 µM), for inactives: at the top dose activity change, negative = inhibition, hits mostly inhibitors; Thioredoxin reductase 1, cytoplasmic (Rattus norvegicus), O89049; recombinant rTrxR1, NADPH fluorescence consumption, selenite substrate; 390,000 compounds, 1% hits; note: potency is the fitted concentration of half-maximal effect; % is set by controls: 0 for no effect and ±100 for the full control effect; nearly all actives have a fitted effect of over 65% in size
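Rat TrxR1 (90 nM in the dispensed reagent) was pre-reduced with 400 uM NADPH for 5 min at room temperature, then incubated with compound for 15 min. After 400 uM selenite was added, NADPH fluorescence (Ex 340/Em 450 nm) was followed for 8 min.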
RGS4 inh: Inhibitors of Regulator of G Protein Signaling (RGS) 4: qHTS. Regulator of G-protein signaling 4 (Homo sapiens), P49798. Transcreener GDP fluorescence polarization, RGS4-accelerated GTP hydrolysis. Potency, µM (titrated, usually from 114 µM), for the others: at the top dose activity change, negative = inhibition, hits mostly inhibitors. 390,000 compounds, 0.039% hits. AID 504845, 2011; note: potency is the fitted concentration of half-maximal effect; % is set by controls: 0 for no effect and ±100 for the full control effect; nearly all actives have a fitted effect of over 75% in size; some results filed as inactive show a strong effect at the top dose
Target sequence (P49798 whole entry, looked up): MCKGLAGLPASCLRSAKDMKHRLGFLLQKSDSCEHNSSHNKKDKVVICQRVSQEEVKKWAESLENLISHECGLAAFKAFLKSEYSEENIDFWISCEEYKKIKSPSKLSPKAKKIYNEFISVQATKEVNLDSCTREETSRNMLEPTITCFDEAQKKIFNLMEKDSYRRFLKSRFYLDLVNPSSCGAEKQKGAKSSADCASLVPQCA
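MLSMR compounds (23 nl, pin-transferred) preincubated 10 min at room temperature with a 500nM (2x) first reagent, then RGS4 at 900nM (2x) plus Transcreener GDP mix added; fluorescence polarization (620/688 nm) read before and after 90 min at 30 °C.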
Numbers without * were called inactive; ? = inconclusive; [ ] = remark or other dose. Unless noted, calls come from the whole dose curve; as a rule, active = well fitted curve in the direction sought with a large enough effect; inconclusive = small, poorly fitted or top-dose-only effect, or another doubt; inactive = no such curve, though single readings can be large; an effect the other way counts as inactive or inconclusive.

SMILES | USP1 inh | mIDH1 inhibitor | LDHA block | Vif-APOBEC3G blk | GRP78 ERSR act | Vif-APOBEC3F blk | TrxR1 substrate | rTrxR1 inhibitor | RGS4 inh
O=C(COC(=O)c1ccncc1)Nc1cc(Cl)ccc1Cl | 3% | 1% | -5 | 2% | -6% | -4% | 3% | 9% | 29%
CCOc1ccc(-n2c(SCc3nc(-c4ccc(C)cc4)no3)nnc2-c2ccncc2)cc1 | -10% | -5% | -1 | 0% | -2% | 1% | -13% | 7% | 8%
COc1ccc(-c2noc(N3CCCC(C(=O)Nc4cc(F)ccc4F)C3)n2)cc1 (stereo not drawn) | -14% | 0% | 1 | 4% | -1% | -4% | -3%[57.1 µM] | -1%[57.1 µM] | 15%
CCn1c2c(c3cc(Cl)ccc31)CCCC2=O | -35% | 0% | 0 | 1% | -4% | -2% | 11% | 14% | -17%
O=C(Nc1c(C(=O)O)[nH]c2ccc(F)cc12)c1cccc(C(F)(F)F)c1 | -26% | 15% | -2 | 4% | 0% | 2% | -7% | 4% | -34%
CC1CCCN(S(=O)(=O)c2cc(C(=O)NCc3ccccc3Cl)n(C)c2)C1 (stereo not drawn) | -18% | 1% | 0 | -2% | -2% | 0% | 2%[57.1 µM] | 21%[57.1 µM] | -7%
Cc1ccc(S(=O)(=O)N2CCCCC2)cc1NC(=O)c1c(-c2ccccc2)noc1C | -13% | -7% | -6 | 0% | 1% | -7% | -2% | 18% | 42%
O=C(NC1CC1)C1=C[C@@H](C2CCCCC2)C[C@@H](OCCCCO)O1 | -10% | -2% | -7 | 1% | -3% | -1% | 1% | 3% | 8%
NC(=O)c1c(NC(=O)Cn2nc(C(=O)O)c3ccccc3c2=O)sc2c1CCC2 | -11% | 2% | -5 | -10% | 2% | 1% | 0% | -7% | -8%[11.4 µM]
Cc1cc(Cl)c2oc(C(=O)NCCN3CCOC3=O)c(C)c2c1 | -20% | 1% | -2 | -3% | 2% | -2% | 0% | 16% | 1%
O=C(c1cnn(C(=O)CN2CCCC2=O)c1)c1ccccc1O | -17% | -1% | -1 | -1% | -2% | -12% | -7% | -30% | -18%
Cn1nc(C(C)(C)C)c([N+](=O)[O-])c1C(=O)NCCO | -12% | 4% | -5 | -7% | -4% | 0% | 9%[57.1 µM] | 23%[57.1 µM] | ?
CCN(CC(=O)Nc1c(F)cccc1F)C(=O)CCCOc1ccc(OC)cc1 | ? | 2% | -1 | 1% | -2% | 2% | 10%[57.1 µM] | 17% | 0%
CCc1ccc(NC(=O)CSc2nc3c(sc4ccccc43)c(=O)n2CCN(CC)CC)cc1 | -26% | 8% | 2 | 2% | -2% | 1% | 1%[57.1 µM] | 19%[57.1 µM] | -20%
COC(=O)[C@H](CC(C)C)NC(=O)NC1CCCCC1C (stereo partly drawn) | -6% | -2% | -1 | -7% | 11% | 0% | 11% | 30% | 38%

A second format for 7 compounds above:
| Compound | USP1 inh | mIDH1 inhibitor | LDHA block | Vif-APOBEC3G blk | GRP78 ERSR act | Vif-APOBEC3F blk | TrxR1 substrate | rTrxR1 inhibitor | RGS4 inh |
| --- | --- | --- | --- | --- | --- | --- | --- | --- | --- |
| O=C(COC(=O)c1ccncc1)Nc1cc(Cl)ccc1Cl | 3% | 1% | -5 | 2% | -6% | -4% | 3% | 9% | 29% |
| CCOc1ccc(-n2c(SCc3nc(-c4ccc(C)cc4)no3)nnc2-c2ccncc2)cc1 | -10% | -5% | -1 | 0% | -2% | 1% | -13% | 7% | 8% |
| COc1ccc(-c2noc(N3CCCC(C(=O)Nc4cc(F)ccc4F)C3)n2)cc1 (stereo not drawn) | -14% | 0% | 1 | 4% | -1% | -4% | -3%[57.1 µM] | -1%[57.1 µM] | 15% |
| CCn1c2c(c3cc(Cl)ccc31)CCCC2=O | -35% | 0% | 0 | 1% | -4% | -2% | 11% | 14% | -17% |
| O=C(Nc1c(C(=O)O)[nH]c2ccc(F)cc12)c1cccc(C(F)(F)F)c1 | -26% | 15% | -2 | 4% | 0% | 2% | -7% | 4% | -34% |
| CC1CCCN(S(=O)(=O)c2cc(C(=O)NCc3ccccc3Cl)n(C)c2)C1 (stereo not drawn) | -18% | 1% | 0 | -2% | -2% | 0% | 2%[57.1 µM] | 21%[57.1 µM] | -7% |
| Cc1ccc(S(=O)(=O)N2CCCCC2)cc1NC(=O)c1c(-c2ccccc2)noc1C | -13% | -7% | -6 | 0% | 1% | -7% | -2% | 18% | 42% |

Next records follow:
SMILES | USP1 inh | mIDH1 inhibitor | LDHA block | Vif-APOBEC3G blk | GRP78 ERSR act | Vif-APOBEC3F blk | TrxR1 substrate | rTrxR1 inhibitor | RGS4 inh
O=C(COC(=O)c1cc([N+](=O)[O-])ccc1N1CCOCC1)NC1CCCCC1 | -18% | 2% | -2 | 1% | -1% | -8% | -11% | -8% | -30%
COc1cccc(NC(=O)N2CCOCC2)c1 | -22% | 13% | -4 | -2% | -1% | -8% | 11%[57.1 µM] | 14% | 26%
Cc1cc(N2CCN(C(=O)Nc3ccc(F)cc3F)CC2)c2ccccc2n1 | -11% | 7% | 1 | 0% | -2% | 9% | 5%[57.1 µM] | 9%[57.1 µM] | -1%
Cc1ccccc1S(=O)(=O)Nc1nc2ccccc2nc1N1CCOCC1 | -20% | -1% | -2 | -2% | 0% | -1% | 2%[57.1 µM] | 5%[57.1 µM] | 13%
CCCCn1c(SCn2nnc3ccccc3c2=O)nc2cc(S(N)(=O)=O)ccc21 | -26% | 8% | -8 | 1% | -2% | -3% | 7% | 8% | -7%
COc1ccccc1N1CCN(C(CNC(=O)C(=O)NCc2cccnc2)c2cccnc2)CC1 (stereo not drawn) | -4% | -1% | -10 | 4% | 3% | 5% | -12% | -7% | 6%
Cc1ccc(NC(=O)CCc2c[nH]c3ccccc23)nc1 | -16% | 6% | -3 | ? | -3% | 1% | -1% | 10% | 15%
COc1cccc(NC(=O)[C@@H](NC(=O)N2CCn3c2nc2ccccc23)C(C)C)c1 | -25% | -2% | -6 | 3% | -3% | 5% | -6% | 11% | -5%
CC(=O)N1c2ccccc2CC1C(=O)N1CCN(c2ccccc2)CC1 (stereo not drawn) | -27% | 5% | -2 | -1% | -1% | -4% | -1%[57.1 µM] | 3%[57.1 µM] | 0%
CC(=O)C1=C(O)C(=O)N(c2ccc(C)cc2)C1c1ccc([N+](=O)[O-])cc1 (stereo not drawn) | -23% | 7% | -10 | -1% | -2% | 7% | -10% | 5% | -45%
O=S(=O)(NC1=NCCCCC1)c1ccc2sc(NS(=O)(=O)c3ccc4ccccc4c3)nc2c1 | -13% | ? | -3 | 2% | -3% | -11% | 0% | 1% | ?
CCOC(=O)c1c(S(=O)(=O)N2CCC(C(=O)Nc3ccc(F)cc3F)CC2)c(C)n(C)c1C | -19% | 20% | 2 | -4% | -2% | 0% | 0%[57.1 µM] | 4%[57.1 µM] | -1%
NC(=O)CC(NC(=O)Cc1ccc(Cl)cc1)c1ccc(NCCOc2ccccc2)c([N+](=O)[O-])c1 (stereo not drawn) | -12% | 1% | -2 | 1% | -6% | -9% | -6% | 16%[57.1 µM] | -23%
O=C(CNC(=O)c1ccc2c(c1)OCO2)NCc1cccs1 | 10% | -1% | -3 | 1% | -2% | -12% | 9%[57.1 µM] | -14%[57.1 µM] | -10%
CCC(NC(=O)CNC(=O)CNC(=O)c1ccc(Cl)cc1Cl)c1ccc(C)cc1 (stereo not drawn) | -18% | 0% | -1 | 4% | -1% | 3% | -5% | 5% | 14%
Cc1ccc(S(=O)(=O)NCC(=O)N(CC(=O)NCc2ccco2)Cc2cccs2)cc1 | -13% | 9% | -1 | -6% | -8% | 1% | -12% | -17% | -4%
CCCCOP(=O)(c1ccc(N(C)C)cc1)C(O)c1cccnc1 (stereo not drawn) | -23% | 6% | 0 | 0% | -2% | 0% | -4% | -8% | -22%
COc1ccc(OC)c(C(O)c2coc3ccc(O)c(CN(C)C)c23)c1 (stereo not drawn) | -23% | -5% | -3 | 1% | -4% | 1% | 8% | 22% | -4%
COc1ccc(F)c(CN2CCCC(CNS(=O)(=O)c3cccc4cccnc34)C2)c1 (stereo not drawn) | -18% | 1% | -3 | -4% | -1% | -1% | 2% | 5% | -13%

A portion of the library. The share of hits here may be higher or lower than overall.
